# Mito fusion act: blocks mitochondrial division or promotes mitochondrial fusion; S. cerevisiae fusion-defective mutant growth rescue, CellTiterGlo 48 h; Potency, µM (series often up to 46.1 µM), for the others: top-dose growth rescue (activation), actives largely listed as activators; hit rate 0.23% among 320,000; AID 485298;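 also: potency is read from the fitted curve at half-maximal effect; % of control where 0% means no effect; nearly all actives have a fitted effect of over 45% in size; temperature-sensitive fusion mutants such as fzo1-1 at 37 °C on non-fermentable ethanol glycerol medium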
#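 Temperature-sensitive fusion-defective S. cerevisiae (e.g. fzo1-1, mgm1-5) were grown with compound in YPEG medium (3% ethanol, 3% glycerol) for 48 hours at 37C. Growth rescue was measured as viability by CellTiterGlo luminescence after 10 minutes at ambient.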
# TSHR antagonist: blocks TSH signaling through the human TSH receptor. TSHR-expressing cells, TSH-stimulated cAMP HTRF, 2 h; stronger effect = lower value. activity change, negative = inhibition, % at 11.5 µM. hit rate 0.2% among 330,000;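 active = activity change below a set negative limit, meaning inhibition stronger than a set level, cut at about -70% in these data; inconclusive = activity change between two set negative limits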; also: % is scaled to controls: 0 for no effect and ±100 for the full control effect
# Target sequence (P16473 whole entry, looked up): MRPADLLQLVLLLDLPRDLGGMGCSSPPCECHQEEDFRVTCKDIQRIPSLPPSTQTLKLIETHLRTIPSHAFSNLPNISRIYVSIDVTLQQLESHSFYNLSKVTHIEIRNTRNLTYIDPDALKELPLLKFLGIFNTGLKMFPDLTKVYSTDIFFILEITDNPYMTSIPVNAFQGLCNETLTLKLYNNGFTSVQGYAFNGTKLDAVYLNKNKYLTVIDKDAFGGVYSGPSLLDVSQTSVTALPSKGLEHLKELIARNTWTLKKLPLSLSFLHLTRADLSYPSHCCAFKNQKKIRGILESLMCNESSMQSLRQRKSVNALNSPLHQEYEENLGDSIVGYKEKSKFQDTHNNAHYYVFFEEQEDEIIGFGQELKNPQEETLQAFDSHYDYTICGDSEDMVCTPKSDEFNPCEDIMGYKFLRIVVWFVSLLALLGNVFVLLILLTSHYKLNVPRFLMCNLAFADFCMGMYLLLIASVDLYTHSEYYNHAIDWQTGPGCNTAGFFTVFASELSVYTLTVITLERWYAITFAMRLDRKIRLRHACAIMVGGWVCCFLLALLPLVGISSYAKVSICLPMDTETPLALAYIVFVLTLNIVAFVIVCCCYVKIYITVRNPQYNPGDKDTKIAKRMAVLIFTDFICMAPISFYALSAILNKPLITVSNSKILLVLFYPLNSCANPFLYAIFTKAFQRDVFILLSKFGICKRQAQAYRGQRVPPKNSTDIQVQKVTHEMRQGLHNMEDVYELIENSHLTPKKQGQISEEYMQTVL
#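 TSHR-expressing cells were treated with compounds, then stimulated with TSH at EC80 (4nM final) for 2 hours at 37 deg C. Cellular cAMP was measured by HTRF competition between lysate cAMP and cAMP-d2 for a cryptate-labelled anti-cAMP antibody.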
# ASM inhibitor: blocks human secretory acid sphingomyelinase | Potency, µM (highest dose often 57.5 µM), without a hit: at the top dose activity change, negative = inhibition, actives largely listed as inhibitors | placental ASM, HMU-PC fluorogenic substrate, 60 min | hit rate 0.006% among 340,000 | P17405; also: potency is read from the fitted curve at half-maximal effect
#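 Human placenta-derived ASM preincubated with compound 10 min at room temperature, then reacted with 9 uM (final) fluorogenic HMU-PC substrate for 60 min at 37 C. Stop solution raises pH to 10; fluorescence read at Ex 386/Em 447 nm.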
# A-T KAP1 phos: candidate therapy for ataxia-telangiectasia; […] A-T fibroblasts, KAP-1 phosphorylation AlphaLISA; neocarzinostatin DNA damage 30 min before lysis; Potency, µM (top dose mostly 57.5 µM), inactives show top-dose activation, actives largely listed as activators; hit rate 0.19% among 320,000; AID 485349; also: potency is read from the fitted curve at half-maximal effect; % of control where 0% means no effect; nearly all actives have a fitted effect of over 45% in size
#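 hTERT-immortalized A-T patient fibroblasts ([…]), 500 cells/well in OPTI-MEM, 1% FBS, got compounds for 60 min, then NCS for 30 min at 37C. Lysates were then assayed for phospho-KAP-1 by AlphaLISA (anti-pKAP1 donor, anti-KAP1 acceptor beads), 6 hr at 25C.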
# Chronic BCR inh: chronic active BCR signaling inhibition | AID 493014 | hit rate 0.05% among 340,000 | ABC-DLBCL IkBa-CBG/CBR reporter, luminescence ratio, 4 h | Potency, µM (top dose mostly 46.1 µM), for inactives: top-dose ratio change, negative = lower green/red ratio, actives largely listed as inhibitors; active = well fitted inhibition curve with a large enough effect in the signal ratio, with a control signal flat, not every such curve was filed as active; inconclusive = small, poorly fitted or top-dose-only effect, or effect the other way, or a change in a side signal; the % refers to the signal ratio;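 also: potency is read from the fitted curve at half-maximal effect; plate controls were basal doxycycline-induced cells for no effect and cells given 10 µM MG132 for full effect; MG132 reads +100%, hits lower the ratio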
#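 TMD8 human ABC-DLBCL cells with doxycycline-inducible IκBα–green luciferase fusion and unfused red luciferase, in 0.5% FBS medium; compounds up to 46 uM, 4 h at 37C. Green/red luminescence ratio, filter-overlap corrected, fitted to concentration-response curves.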
# PTAP TSG101 blk: blocks PTAP/TSG101 interaction to inhibit HIV-1 budding; Q99816; Fluorescence polarization, FITC-PTAP peptide / Tsg101 binding; 340,000 tested, under 10 active; Potency, µM (top dose mostly 115 µM), inactives show top-dose activity change, negative = inhibition, hits mostly inhibitors; active = well fitted inhibition curve with a large enough effect in the main read-out, with a control signal flat, not every such curve was filed as active; inconclusive = small, poorly fitted or top-dose-only effect, or effect the other way, or a change in a side signal; inactive = no such curve, though single readings can be large or run the other way; also: potency is read from the fitted curve at half-maximal effect; % of control where 0% means no effect
#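 Fluorescence polarization binding of Tsg101 binding domain (10 uM final) to FITC-labeled PTAP peptide (50 nM final) in HEPES pH 7.5 buffer with NaCl, Tween 20, EDTA, TCEP. Compounds added before peptide; binding 20 min at RT.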
# a7 integrin act: integrin-mediated muscular dystrophy alleviation activation; alpha7betagal myoblasts, beta-gal FDG fluorescence, 48 h; Potency, µM (titrated, usually from 38.3 µM), without a hit: at the top dose activation, hits mostly activators; hit rate 0.064% among 350,000;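 also: potency is read from the fitted curve at half-maximal effect; 100% = response of the positive control SU9516; nearly all actives have a fitted effect of over 60% in size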
#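 alpha7betagal+/- myoblasts (passage 13, 250/well) treated 48 h at 37C with compounds at 1:260 dilution of DMSO stock. Lysed, then beta-galactosidase activity read as FDG fluorescence (ex 480/em 540) after 30 min, with pre-read for autofluorescence.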
# ELG1 DNA repair: ELG1-dependent DNA repair inhibition | HEK293T ELG1-luciferase reporter, luminescence, 16 h; DNA damage induced by 5-fluorouridine | Potency, µM (doses to about 46.1 µM), without a hit: at the highest dose activity change, negative = inhibition, usual class: inhibitors | hit rate 2.3% among 330,000 | AID 504467; also: potency is read from the fitted curve at half-maximal effect; % is scaled to controls: 0 for no effect and ±100 for the full control effect; nearly all actives have a fitted effect of over 55% in size
#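 Quantitative HTS, concentration-response format. 2,000 cells/well co-treated with 5-fluorouridine and compound, 16 hr in 5% CO2 at 37 °C; ONE-Glo luminescence read after 30 min.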
# Eya2 phos inh: inhibitors of human Eya2 phosphatase activity; O00167; recombinant Eya2, OMFP fluorescence dephosphorylation (OMFP is methylfluorescein phosphate); Potency, µM (titrated, usually from 76.9 µM), without a hit: top-dose activity, negative = inhibition, actives largely listed as inhibitors; hit rate 0.006% among 330,000; AID 488837; also: potency is read from the fitted curve at half-maximal effect; % is scaled to controls: 0 for no effect and ±100 for the full control effect
#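 Eya2 (0.2 uM) preincubated 10 min at ambient with compound, then OMFP substrate added at 50 uM; 10 min reaction in 50 mM HEPES pH 7.5, 50 mM NaCl, 5 uM MgCl2, 0.05% BSA, 1 mM DTT. Fluorescence read at Ex 485/Em 525 nm.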
# TCR activator: T cell receptor activation | 330,000 tested, under 10 active | primary human leukocytes, anti-CD3, IL-2 HTRF, 48 h | AID 504894 | Potency, µM (titrated, usually from 9.22 µM), for the others: top-dose activation of IL-2 secretion, most hits filed as activators; also: % of control where 0% means no effect
#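 Using a-CD3 beads without co-stimulation, primary human leukocytes were exposed to compounds for 48 hr. An HTRF IL-2 kit measured the cytokine, with europium-to-d2 energy transfer producing emission at 665nm upon 320nm excitation.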
# Tb PFK inh: blocks T. brucei phosphofructokinase. O15648. T. brucei PFK, ADP-Glo luminescence. Potency, µM (doses to about 57.5 µM), without a hit: at the top dose activity, negative = inhibition, actives largely listed as inhibitors. hit rate 0.17% among 330,000;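 also: potency is read from the fitted curve at half-maximal effect; 0% = uninhibited 1x PFK enzyme wells and -100% = no-enzyme wells; nearly all actives have a fitted effect of over 60% in size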
#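 1.25 nM PFK with 0.5 mM F6P and 0.1 mM ATP in 0.1 M TEA pH 8.0, 5 mM MgCl2, incubated 45 min at room temperature; ADP measured by ADP-Glo luminescence; compounds titrated up to 57 uM.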
# * marks the source's active call; other numbers are inactive results; ? = inconclusive; · = no result given; [ ] = another dose, or the depositor's remark. Unless noted, calls follow the shape of the dose curve; as a rule, active = well fitted curve in the direction sought with a large enough effect; inconclusive = small, poorly fitted or top-dose-only effect, or another doubt; inactive = no such curve, though single readings can be large; an effect the other way counts as inactive or inconclusive. Hits appear at their usual frequency; overall some 3.2% were active at least once.
# The first three entries as a preview:
1. O=C(CNC(=O)C1CCCCC1)OCc1cc(=O)oc2ccc3ccccc3c12
2. Cc1ccc(S(=O)(=O)N(CC(=O)Nc2ccccc2C(=O)O)c2ccccc2)cc1
3. CC1C(=O)N2CCCc3cc(S(=O)(=O)Nc4ccccc4C(N)=O)cc1c32 (centres undefined)

screen / no.,1,2,3
A-T KAP1 phos,5%,-1%,9%
Chronic BCR inh,8%,7%,-10%
Tb PFK inh,0%,3%,-1%
Eya2 phos inh,6%,0%,0%
PTAP TSG101 blk,0%,0%,0%
Mito fusion act,7%,1%,13%
TCR activator,-5%[46.1 µM],-3%,-2%
ELG1 DNA repair,-10%,-10%,10%
a7 integrin act,0%,-1%,3%
TSHR antagonist,-2,-15,27
ASM inhibitor,124%[activator],7%,8%

# All compounds of this part, from the first entry:
1. O=C(CNC(=O)C1CCCCC1)OCc1cc(=O)oc2ccc3ccccc3c12
2. Cc1ccc(S(=O)(=O)N(CC(=O)Nc2ccccc2C(=O)O)c2ccccc2)cc1
3. CC1C(=O)N2CCCc3cc(S(=O)(=O)Nc4ccccc4C(N)=O)cc1c32 (centres undefined)
4. Cn1cccc1C1(C(F)(F)F)NCCNC1=O (centres undefined)
5. O=C(CCCn1cnc([N+](=O)[O-])n1)Nc1ccc(Cl)cc1Cl
6. O=[N+]([O-])c1ccc(N2CCCCC2)s1
7. Cc1cc(=O)oc(C)c1C(=O)Nc1ccccc1F
8. Cc1c(Cc2ccccc2)c(NCCCO)n2c(nc3ccccc32)c1C#N

screen / no.,1,2,3,4,5,6,7,8
A-T KAP1 phos,5%,-1%,9%,3%,9%,-7%,6%,?
Chronic BCR inh,8%,7%,-10%,?,-2%,3%,7%,20%
Tb PFK inh,0%,3%,-1%,-3%,1%,-15%,1%,0%
Eya2 phos inh,6%,0%,0%,-3%,-5%,-15%,0%,3%
PTAP TSG101 blk,0%,0%,0%,-1%,2%,5%,-3%,-5%
Mito fusion act,7%,1%,13%,-7%,-4%,7%,-3%,-15%
TCR activator,-5%[46.1 µM],-3%,-2%,-5%,-4%[46.1 µM],4%,-2%,-7%
ELG1 DNA repair,-10%,-10%,10%,1%,19%,6%,1%,?
a7 integrin act,0%,-1%,3%,19%,?,-13%,0%,-17%
TSHR antagonist,-2,-15,27,-4,1,3,-9,20
ASM inhibitor,124%[activator],7%,8%,6%,-2%,-11%,-3%,244%[activator]

9. Nc1c(N(Cc2ccco2)C(=O)COc2ccccc2F)c(=O)[nH]c(=O)n1Cc1ccccc1
10. COc1ccc(CCN2C(=O)CN(Cc3ccccc3)CC2=O)cc1OC
11. CC(C)Cc1cc(C(=O)N(C)C2CCCN(Cc3ccccc3F)C2)n(C)n1 (centres undefined)
12. Cc1ccc(C)c(CSc2nnc(-c3cccnc3)o2)c1
13. Cc1ccc(Cl)cc1N1CCN(C(=O)CCS(=O)(=O)c2cccc3nonc23)CC1
14. O=C(CCSCCc1ccccn1)Nc1c(F)c(F)c(F)c(F)c1F
15. COCCN(CC(=O)Nc1cccc(C)c1C)C(=O)c1cc(-c2ccncc2)nc2ccccc12
16. CCOC(=O)c1cnc2c(C(=O)OC)cccc2c1NCc1cccnc1

screen / no.,9,10,11,12,13,14,15,16
A-T KAP1 phos,7%,-2%,6%,10%,0%,9%,6%,-2%
Chronic BCR inh,-1%,?,7%,?,?,-7%,-3%,4%
Tb PFK inh,5%,1%,-2%,1%,-6%,0%,4%,0%
Eya2 phos inh,13%,-8%,-2%,-9%,-11%,0%,9%,7%
PTAP TSG101 blk,-1%,-2%,-3%,·,1%,4%,-2%,-9%
Mito fusion act,0%,-4%,-13%,?,14µM*,-4%,-4%,0%
TCR activator,-8%,5%,4%,·,1%[46.1 µM],3%,2%,-8%
ELG1 DNA repair,16%,-3%,-15%,19%,?,-5%,?,?
a7 integrin act,31%,11%,8%,-6%,-3%,29%,0%,19%
TSHR antagonist,-1,-1,10,-29,-21,10,4,13
ASM inhibitor,-4%,4%,1%,-2%,·,2%,3%,17%

17. COc1cccc(NC(=O)c2ccc(Cn3cc([N+](=O)[O-])cn3)o2)c1
18. Cc1nnc(SCCn2c(N3CCN(C)CC3)nc3c2c(=O)[nH]c(=O)n3C)s1
19. O=C(CCC(=O)OCC(=O)c1ccc(Cl)cc1)NC1CCCCC1
20. Clc1ccc(OCCCCSc2ncccn2)cc1
21. O=c1cc(CO)oc(C(Nc2ccccn2)c2ccsc2)c1O (centres undefined)
22. O=C(C1CCN(S(=O)(=O)c2cccc3cccnc23)CC1)N1CCCC1
23. COc1ccc(OCC(=O)N/N=C(\CCC(=O)O)c2cccs2)cc1
24. COC(=O)C1(C)NC(c2ccccc2OC)C2C(=O)N(c3ccccc3)C(=O)C21 (centres undefined)

screen / no.,17,18,19,20,21,22,23,24
A-T KAP1 phos,-3%,7%,-4%,12%,-8%,8%,-1%,2%
Chronic BCR inh,-17%,?,-1%,?,5%,-3%,-6%,2%
Tb PFK inh,-1%,-3%,2%,0%,1%,-6%,-6%,3%
Eya2 phos inh,1%,7%[15.4 µM],-1%,9%,9%,-3%,-4%,12%
PTAP TSG101 blk,0%,-8%,3%,-6%,·,-3%,2%,-6%
Mito fusion act,1%,-2%,1%,6%,-3%,0%,-5%,1%
TCR activator,3%[46.1 µM],0%,5%,-7%,·,4%,-2%,4%
ELG1 DNA repair,-17%,6%,4%,13%,10%,-4%,33%,1%
a7 integrin act,9%,-3%[7.66 µM],4%,-12%,·,17%,-75%[inhibitor],8%
TSHR antagonist,3,-10,8,-9,15,14,3,-12
ASM inhibitor,1%,2%,1%,16%,·,3%,2%,0%

25. CCOC(=O)N1CCN(S(=O)(=O)N2CCCC(C(=O)NC(C)c3ccccc3)C2)CC1 (centres undefined)
26. CCC1(CC)Cc2ccccc2-c2nc(CN3CCOCC3)[nH]c(=O)c21
27. c1ccc(C[C@H]2CN=C(Nc3ccccc3)N2CC2CCCCC2)cc1
28. CN(CC(=O)Nc1ccc(F)c(F)c1F)C(=O)c1n[nH]c(=O)c2ccccc12
29. CC(C)Nc1nc(N(c2ccccc2)c2ccccc2)nc(-n2ccnc2)n1
30. O=S(=O)(Nc1ccc(F)cc1)c1ccc(S(=O)(=O)N2CCOCC2)cc1
31. COC(=O)[C@]1(C)N[C@H](CN(C)C(=O)C2CCCCC2)[C@@H]2C(=O)N(Cc3ccccc3)C(=O)[C@@H]21
32. COc1ccc(-c2noc(CCC(=O)NCc3ccco3)n2)cc1
33. O=C1C=CN2CCOCC2C1 (centres undefined)

screen / no.,25,26,27,28,29,30,31,32,33
A-T KAP1 phos,-4%,26%,3%,6%,3%,0%,1%,-7%,-8%
Chronic BCR inh,-3%,2%,-3%,2%,-6%,-9%,1%,-4%,3%
Tb PFK inh,-10%,-10%,-1%,0%,1%,-2%,-1%,0%,2%
Eya2 phos inh,-13%,9%,-13%,3%,20%,4%,4%,-4%,2%
PTAP TSG101 blk,1%,-6%,0%,-2%,-4%,-3%,-1%,0%,-1%
Mito fusion act,1%,7%,·,·,-9%,·,·,0%,·
TCR activator,-5%,-1%,2%,6%,6%,-2%,1%,-1%,0%
ELG1 DNA repair,-12%,22%,2%,2%,1%,-6%,22%,14%,?
a7 integrin act,6%,-25%,-6%,7%,-4%,25%,-5%,5%,23%
TSHR antagonist,20,13,6,19,33,-2,5,-4,1
ASM inhibitor,-4%,-1%,-8%,3%,3%,0%,4%,-5%,11%

# Screening results: PubChem, National Center for Advancing Translational Sciences (NCATS)
